# ERK EGF block: qHTS Assay for Inhibitors of the ERK Signaling Pathway using a Homogeneous Screening Assay; Stimulation with EGF | HEK293-V1b, EGF-stimulated phospho-ERK AlphaScreen | Potency, µM (titrated, usually from 11.5 µM), for inactives: top-dose activity change, negative = inhibition, most hits filed as inhibitors | 0.41% of 130,000 active; active means well fitted inhibition curve with a large enough effect; inconclusive means small, poorly fitted or top-dose-only effect, or effect the other way;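 further: plate controls were stimulated vehicle wells for no effect and unstimulated vehicle basal for full effect; nearly all actives have a fitted effect of over 55% in size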
#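 HEK293 cells stably expressing V1b receptor, serum-reduced (1% FBS) overnight, pretreated 30 min with compound, then stimulated 5 min with 25 nM EGF; phospho-ERK detected by AlphaScreen SureFire. AC50 from Hill fits, normalized to DMSO and EGF.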
# The depositor's hits bear a star; ? = inconclusive; & = joins results of further samples; [ ] = another dose, or the depositor's remark. Potency means the concentration at half of the fitted maximal effect. These rows are one share of the data, so the mix of outcomes need not match the whole.
canonical_smiles	ERK EGF block
Clc1cccc(-c2ccc(C=Nc3ccc(N4CCOCC4)cc3)o2)c1Cl	1%
O=C(c1cccs1)N1CCN(S(=O)(=O)c2cccs2)CC1	-11%
O=C(NNC1CC(=O)N(c2ccc3c(c2)OCCO3)C1=O)c1ccc(Cl)cc1 (stereo unspecified)	1%
CN(C)S(=O)(=O)c1cccc(NC(=O)COC(=O)c2cccc(S(=O)(=O)N3CCc4ccccc4C3)c2)c1	2%
COC(=O)[C@@H]1C[C@@H]2CC[C@@H](O)C[C@@H]2N1Cc1ccc(N2CCN(C)CC2)cc1	-13%
Cc1ccc(Nc2nc(=O)c3cccnc3s2)c(Br)c1	4%[57.5 µM]
O=C(c1cnn2c(C(F)F)cc(-c3ccccc3)nc12)N1CCCCC1c1cccnc1 (stereo unspecified)	-14%[57.5 µM]
CCCCC(=O)Nc1cccn2ncnc12	7%
Cc1cccc(OCCCC(=O)Nc2ccc(S(N)(=O)=O)cc2)c1C	11%
CN(C(=O)CSc1nnc(-c2cccnc2)n1-c1ccccc1F)C1CCS(=O)(=O)C1 (stereo unspecified)	3%
NC(=O)CSc1nnc(Cc2ccc3c(c2)OCO3)o1	-3%
COc1ccc(/C=C2\CCCc3c2nc2ccccc2c3C(=O)OCC(=O)c2c(N)n(C)c(=O)n(C)c2=O)cc1	2%
CC(Oc1cccc(NC(=O)c2cccs2)c1)C(=O)c1ccccc1 (stereo unspecified)	?
O=C(NCCC1=CCCCC1)C1CCC(CNS(=O)(=O)c2ccccc2)CC1 (stereo unspecified)	8%
CCOC(=O)c1ccc(NC(=O)c2ccccc2N(C)S(=O)(=O)c2ccccc2)cc1	-4%
COc1ccc(COC(=O)Nc2cn(C)nc2C(F)(F)F)cc1	-8%
CC1(C)CC(=O)N(Cc2ccccc2)C(=O)C1	-16%
CN(C)CCOc1cccc(Cl)c1	0%
COc1ccc(NC(=O)c2cccnc2SC)cc1S(=O)(=O)N1CCCCC1	7%
Cc1ccc(NC(=S)NCc2ccc3c(c2)OCO3)cc1C	2%
CC(C)c1ccc(/C=C/C(=O)N2CCCCCC2)cc1	-4%
CC(C(=O)N1CCOCCOCCOCC1)N1C(=O)c2ccccc2C1=O (stereo unspecified)	-6%
COC1(OC)C(/C=C/c2ccc(Cl)cc2)C(C#N)(C#N)C1(OC)OC (stereo unspecified)	-14%
CC(C)OP(=O)(OC(C)C)C(Nc1ccccc1)c1cccc([N+](=O)[O-])c1 (stereo unspecified)	-5%[57.5 µM]
O=C(NCc1ccco1)c1ccc2c(=O)n(CC3CCCO3)c(=S)[nH]c2c1 (stereo unspecified)	9%
COc1ccc(C(=O)CN2C3=NCCCN3c3ccccc32)cc1OC	2%
O=C(NCC1CCCO1)c1cc([N+](=O)[O-])ccc1Cl (stereo unspecified)	2%
O=C(/C(Br)=C/Nc1cc(Cl)ccc1Cl)C(F)(F)F	2%
CCc1cc(C(=O)N2CCCC(CNS(=O)(=O)c3cccs3)C2)n(C)n1 (stereo unspecified)	28%
Cc1ccc(C(=O)NCc2cccnc2)cc1S(=O)(=O)Nc1ccccc1	9%

# Next section (7 carried over from the part before).
canonical_smiles	ERK EGF block
CC(C)OP(=O)(OC(C)C)C(Nc1ccccc1)c1cccc([N+](=O)[O-])c1 (stereo unspecified)	-5%[57.5 µM]
O=C(NCc1ccco1)c1ccc2c(=O)n(CC3CCCO3)c(=S)[nH]c2c1 (stereo unspecified)	9%
COc1ccc(C(=O)CN2C3=NCCCN3c3ccccc32)cc1OC	2%
O=C(NCC1CCCO1)c1cc([N+](=O)[O-])ccc1Cl (stereo unspecified)	2%
O=C(/C(Br)=C/Nc1cc(Cl)ccc1Cl)C(F)(F)F	2%
CCc1cc(C(=O)N2CCCC(CNS(=O)(=O)c3cccs3)C2)n(C)n1 (stereo unspecified)	28%
Cc1ccc(C(=O)NCc2cccnc2)cc1S(=O)(=O)Nc1ccccc1	9%
CC(C)[C@H](NC(=O)OCc1ccccc1)C(=O)N[C@H](C=O)Cc1ccccc1	-4%
CCOC(=O)N1CCN(C(=O)COC(=O)c2ccc(O)cc2O)CC1	3%
O=C(Nc1nc2ccccc2[nH]1)c1ccccc1[N+](=O)[O-]	-1%
CC(C)NC[C@@H](O)COc1cccc2ccccc12	4%
COc1ccc(CN(CC2CCCO2)S(=O)(=O)c2ccc(-n3cnnn3)c(OC)c2)cc1 (stereo unspecified)	-5%
COC(=O)[C@@H]1CCCN1Cc1nc(Cc2ccccc2F)no1	4%
CCN(CC)C(=O)C(=O)c1cn(CC(=O)NCc2ccc3c(c2)OCO3)c2ccccc12	-10%
COc1ccc(NC(=O)Cn2ccc3c(OC)cccc3c2=O)cc1	?
C=CCOc1c(Br)cc(C2C3=C(CCCC3=O)N(C)C3=C2C(=O)CCC3)cc1OCC	2%
CCc1nnc(NC(=O)CSc2ccc(-c3ccc(C)cc3)nn2)s1	-13%
C=CCCCCCCCCC(=O)Nc1ncccn1	7%[57.5 µM]
COc1ccc(/C=C/C(=O)Oc2cccc(/C=N/NC(=O)Cc3ccc(Br)cc3)c2)cc1	-6%[57.5 µM]
Cc1cccc(/N=C/c2c(O)ccc3oc4c(c23)CCCC4)n1	4%
COc1ccc2nc(N/C(N)=N/S(C)(=O)=O)nc(C)c2c1	0%[57.5 µM]
Cc1cccc(-n2cnc3cc([N+](=O)[O-])ccc32)c1	6%
COc1cccc(CNc2nc3nc(C)c(Cl)c(=O)n3[nH]2)c1	-14%[57.5 µM]
Cc1nc([N+](=O)[O-])c(Sc2nc3ccc([N+](=O)[O-])cc3[nH]2)n1Cc1ccccc1	-2%
COC(=O)c1ccc(CSc2nc3c(c(=O)n2-c2ccc(F)cc2)SCC3)o1	-1%
NS(=O)(=O)c1ccc(CCNC(=O)Cc2c[nH]c3ccccc23)cc1	2%
CCC(C)N(C)C1CCN(C(=S)Nc2cccc(OC)c2)CC1 (stereo unspecified)	-3%
COCc1cc(N2CCN(c3ccccc3F)CC2)nc(-c2ccccc2)n1	0%
CC(=O)OC1COC(n2ccc3cc([N+](=O)[O-])ccc32)C(OC(C)=O)C1OC(C)=O (stereo unspecified)	-5%
O=C(NNC(=O)c1cc(-c2ccccc2)nn1-c1ccccc1)c1ccccc1	-5%
CCOC(=O)N1CCC(NC(=O)c2cc3c(=O)[nH]c4ccccc4c3n2C)CC1	3%[57.5 µM]
Cn1c(CNc2cccc(C(F)(F)F)c2)n[nH]c1=S	-12%
O=[N+]([O-])c1ccc(Cl)cc1N1CCCCC1	-1%
COc1ccc(-n2c(C)cc(-c3cn4cccc(C)c4n3)c2C)cc1	1%
OCCC1CN(Cc2cccn2-c2ncccn2)CCN1CCc1ccccc1 (stereo unspecified)	-7%
COC(=O)COc1ccc(C2Nc3c(Cl)ccc(C(=O)O)c3C3C=CCC32)cc1 (stereo unspecified)	-10%
Cc1ccc(-c2c[n+](=O)c3c(n2[O-])CCC3)cc1	6%[57.5 µM]
Cc1cc(=O)[nH]c2c1c(-c1ccccc1)nn2C	-1%[57.5 µM]
Cc1cc(=O)oc(C)c1C(=O)NCCC(C)C	8%[57.5 µM]
O=C(CSc1nnnn1-c1ccccc1)NCc1ccco1	12%
CCCCC[C@H](O)/C=C/C=C\C/C=C\C/C=C\CCCC(=O)O	-11%
c1ccc(-c2cccs2)nc1	8%[57.5 µM]
O=C(NC(=S)NCCN1CCOCC1)c1ccccc1Br	3%
S=C(NCCc1ccncc1)Nc1ccccc1	-14%
O=C(CCC(=O)NNC(=O)c1ccc([N+](=O)[O-])cc1)NCc1ccccc1	-7%
CCOc1ccc(N(CC(=O)Nc2cc(C)ccc2C)S(=O)(=O)c2c(C)[nH]c(=O)[nH]c2=O)cc1	3%[57.5 µM]
O=C(N/N=C/c1c(O)n(-c2ccc(Cl)cn2)c(=O)c2ccccc12)C1CC1	-7%
COc1ccc(Cc2nc3ccccc3n2CC(=O)N/N=C/c2ccc(C)cc2O)cc1OC	-11%
O=C(NCCc1ccccc1)c1c(F)cccc1F	38%
CC(C)CCOC(=O)C[N+](C)(C)CCOC1CC2CCC1(C)C2(C)C (stereo unspecified)	-2%
Cc1cc(/C=N/Nc2ccc([N+](=O)[O-])cn2)c(C)n1-c1cccc(C(=O)O)c1	-7%[57.5 µM]
COc1ccc(/C=C/C(=O)Nc2nc(C)c(C(=O)N(C)C)s2)cc1	4%
CCCOc1ccc(/C=C/C(=O)O)cc1OC	5%
Cc1ccc(S(=O)(=O)NCc2c(-c3ccccc3)noc2C)cc1	16%[57.5 µM]
C=CCn1c(O)c(/C=C2\C=NN=C2c2ccccc2)sc1=S	-8%[57.5 µM]
Cc1ccc(NC(=O)COC(=O)C2=COCCO2)c([N+](=O)[O-])c1	5%
CCOc1ccc(C(=O)N2CCCC2C(=O)O)cc1 (stereo unspecified)	1%[57.5 µM]
CC(NC(=O)COc1ccc(N(C)S(=O)(=O)c2ccccc2)cc1)c1ccccc1 (stereo unspecified)	-1%
COc1ccc(N2CCN(CC(=O)NC(=O)NC(C)(C)C)CC2)cc1	-2%
Cc1csc(NC(=O)c2ccc(-c3ccc(Cl)cc3Cl)o2)n1	-9%
N#Cc1c(N)n(-c2cccc(O)c2)c2nc3ccccc3nc12	-1%[57.5 µM]
NC(=O)c1nsc(C(=O)N(c2ccccc2)C(C(=O)NCC2CCCO2)c2cccs2)c1N (stereo unspecified)	3%
O=C(NCC(c1ccco1)N1CCOCC1)c1ccc([N+](=O)[O-])cc1 (stereo unspecified)	0%
COc1ccc(/C=C/C(=O)NCC(=O)n2nc(C)cc2C)cc1	8%[57.5 µM]
CC(C)(C)OC(=O)COc1cc(OCC(=O)OC(C)(C)C)c2c(=O)cc(-c3ccccc3)oc2c1	18%[57.5 µM]
O=C(NCC(c1ccco1)N1CCCCC1)c1ccc2c(c1)S(=O)(=O)c1ccccc1C2=O (stereo unspecified)	1%
CCCSc1ccc(C(=O)Nc2ccc(Cl)cc2)cn1	-18%

# The final two compounds of the section above lead into the next:
canonical_smiles	ERK EGF block
O=C(NCC(c1ccco1)N1CCCCC1)c1ccc2c(c1)S(=O)(=O)c1ccccc1C2=O (stereo unspecified)	1%
CCCSc1ccc(C(=O)Nc2ccc(Cl)cc2)cn1	-18%
CCN(CC)S(=O)(=O)c1ccc(OC)c(NC(=O)Cn2cnc3c2c(=O)n(C)c(=O)n3C)c1	0%
Cc1ccc(C(=O)NCCN2C3=NC[C@H](C)N3C[C@H]2Cc2ccc(O)cc2)cc1Br	?
O=C(Cc1cccs1)N/N=C/c1ccccc1	1%[57.5 µM]
CN[C@@H]1[C@H](O[C@H]2[C@@H](O[C@@H]3[C@@H](O)[C@@H](O)[C@@H](N=C(N)N)[C@@H](O)[C@@H]3N=C(N)N)O[C@@H](C)[C@]2(O)CO)O[C@H](CO)[C@@H](O)[C@@H]1O	-4%[25.7 µM]
COc1ccccc1CN1CCC2(CC1)CCN(C(=O)c1cc(C(F)(F)F)cc(C(F)(F)F)c1)CC2	-3%
COc1cc(NS(=O)(=O)c2ccc(NC(=O)c3ccc(S(=O)(=O)N4CCCC4)cc3)cc2)ncn1	-7%
CN(C)S(=O)(=O)c1ccc(NC(=O)CCNC(=O)c2ccc([N+](=O)[O-])cc2)cc1	?
COc1ccc(N2C(=O)CC(SCc3ccc(Cl)cc3)C2=O)cc1 (stereo unspecified)	-8%[57.5 µM]
COc1ccc(C(=O)COC(=O)CNC(=O)c2cc(OC)cc(OC)c2)cc1	-1%
CCCCN(CCCC)CC(O)CN(c1cc([N+](=O)[O-])ccc1OC)S(=O)(=O)c1ccccc1 (stereo unspecified)	-6%
NC(=O)c1cc2nc(-c3ccco3)cc(C(F)(F)F)n2n1	1%
COc1ccc(NC(=S)NC(=O)CC(C)C)c(OC)c1	0%
O=c1ccc2cc3c4c(c2o1)CCCN4CCC3	-2%
O=C(NC(c1ccccc1)c1ccccc1)c1ccc(=O)[nH]n1	-1%
Cc1ccccc1CN(c1ccc(C(=O)NCc2cccnc2)cc1)S(C)(=O)=O	-3%
O=C(OCCN=C1NS(=O)(=O)c2ccccc21)c1ccco1	-2%
CC(=O)C1=C(C)N(CC2CC2)C(=O)N[C@H]1c1ccccc1	-23%&8%
Cc1cc(F)ccc1S(=O)(=O)Nc1ccccc1C(=O)Nc1ccccc1-c1nc2ccccc2[nH]1	?
CCOc1ccc(N(CC)S(=O)(=O)c2ccc3c(c2)oc(=O)n3C)cc1	2%
CCN(CC)C(=O)CSc1nc2c(c(-c3cccnc3)c1C#N)CCCC2	-3%
CNC1(c2nnnn2-c2c(C)cccc2C)CCOC(C)(C)C1 (stereo unspecified)	3%[57.5 µM]
Cc1cc(C)cc(N2C(=O)C3NN=C(C(=O)OCc4ccccc4)C3C2=O)c1 (stereo unspecified)	15%
O=C(OC(C(=O)Nc1cccc(C(F)(F)F)c1)c1ccccc1)C1CCCCC1 (stereo unspecified)	-6%
CN1CCN(c2ncc3nc(CCc4ccccc4)c(=O)n(CCC#N)c3n2)CC1	8%
Cc1ccc(OCc2nc3ccccc3[nH]2)cc1	-5%
N#CC1CC(c2ccccc2)Nc2cc(Cl)ccc2N1 (stereo unspecified)	1%[57.5 µM]
O=C(/C=C/c1ccc(N2CCCCC2)c([N+](=O)[O-])c1)c1ccc(S(=O)(=O)N2CCCC2)cc1	?
Nc1ccc(C(=O)Nc2ccc3nc(-c4ccncc4)[nH]c3c2)cc1	-7%
CCn1nnnc1NC(=O)c1cc(Cl)c(OC)c(Cl)c1	-2%
